# KLF5 inh: kruppel-like factor 5 inhibition; DLD-1 KLF5 promoter-luciferase reporter, luminescence; inhibition, % at 5 µM; hit rate 0.23% among 290,000; AID 1700;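 active = inhibition above a per-plate limit of that plate's mean compound inhibition plus 3 SD, cut at about 60% in these data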;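 note: 0% = DMSO wells and 100% = LY294002 at 200 µM; higher means less KLF5 promoter-driven luciferase light; inactives centre near -14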
# HIF act: HIF pathway transcriptional activation | U2OS HRE-luciferase reporter, luminescence; normalized: DMSO 0%, desferrioxamine 100% | activation, % at 7.5 µM (by protocol) | hit rate 0.32% among 300,000;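 active = mean activation of at least 10% of the iron chelator positive control signal, with at least half of replicates also reaching 10%; inconclusive = mean and replicate majority disagree about reaching 10%; inactive = mean and most replicates under 10%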
# HSP90 refold inh: HSP90 refolding inhibition in rabbit reticulocyte lysate; luciferase refolding luminescence, 3 h; inhibition, % at 5.6 µM; hit rate 0.91% among 290,000; AID 1789;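 active = inhibition above the screen-wide mean plus 3 SD, computed separately per campaign, cut at about 16% in these data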;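 note: 0% = DMSO wells and 100% = 60 µM geldanamycin wells; inhibitors lower the luminescence because luciferase stays unfolded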
# Platelet DG rel: platelet dense granule release activity; AID 1663; hit rate 0.22% among 300,000; inhibition, %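 (compounds screened at 7.5 µM in platelet-rich plasma)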; human platelet-rich plasma, SFLLRN dense granule ATP release, luminescence;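 active = mean replicate score, as percent of positive control, at or above 50; inconclusive = mean below 50 but at least one replicate at or above 50; inactive = mean and every replicate below 50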
# HSF-1 act: increases HSF-1 driven luciferase reporter signal. NIH3T3-HGL HSF-1 luciferase reporter, MG132, 8 h; 100% = twice DMSO control signal. hit rate 1.7% among 300,000. activation, % at 9 µM;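 active = mean replicate activation of at least 50% with a set share of replicates each reaching 50%; inconclusive = only one of those two conditions met; inactive = mean below 50% and too few replicates reaching it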;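 note: 0% = median of the neutral control wells and 100% = twice that signal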
# aSyn UTR inh: MLPCN primary screen, SNCA 5' untranslated region; alpha-synuclein 5'UTR reporter, inhibitor activity; hit rate 0.82% among 300,000; AID 1813; inhibition, % (tested at 7.5 µM); in the data active = inhibition above about 60%; inconclusive = no clear call, values can overlap the other calls;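 note: H4 neuroglioblastoma cells stably carrying SNCA 5'UTR luciferase fusion; 0% = DMSO wells and 100% = positive control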
# AI-2 QS modul: modulates the Vibrio harveyi AI-2 quorum sensing system. Vibrio harveyi JMH597 AI-2 luminescence/OD600 ratio, 9 h; stronger effect = lower value; strain lacks LuxN and CqsS sensors; 0 = neutral-control median. activity change, % at 7.5 µM. hit rate 0.4% among 300,000. AID 2094; in the data active = activity change below about -75%, passing the limit was not always enough; inconclusive = no clear call, values can overlap the other calls;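 note: luminescence divided by OD600 gain over 9 h not by final OD600 alone; inactives centre near 13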
# HSF1 inh: HSF1 inhibition. NIH3T3-HGL HSE-luciferase, MG132-induced, luminescence 8 h; stronger effect = lower value. activity change, negative = inhibition, % at 7.5 µM (by protocol). hit rate 0.77% among 300,000. AID 2098;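 active = more than half of replicate wells show activity change below -50%, luminescence cut by over half; inconclusive = some wells, but at most half, below -50%; inactive = no replicate well below -50%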;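 note: luciferase reports HSF-1 transcriptional activity via heat shock element; 0% = median of DMSO wells and -100% = zero luminescence signal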
# HDAC3 inhib: human HDAC3 inhibition. hit rate 0.15% among 320,000. recombinant HDAC3, fluorogenic peptide/trypsin coupled, fluorescence. O15379. inhibition, % at 8.3 µM; in the data active = inhibition above about 26%, passing the limit was not always enough; inconclusive = no clear call, values can overlap the other calls
# Target sequence (O15379 whole entry, looked up): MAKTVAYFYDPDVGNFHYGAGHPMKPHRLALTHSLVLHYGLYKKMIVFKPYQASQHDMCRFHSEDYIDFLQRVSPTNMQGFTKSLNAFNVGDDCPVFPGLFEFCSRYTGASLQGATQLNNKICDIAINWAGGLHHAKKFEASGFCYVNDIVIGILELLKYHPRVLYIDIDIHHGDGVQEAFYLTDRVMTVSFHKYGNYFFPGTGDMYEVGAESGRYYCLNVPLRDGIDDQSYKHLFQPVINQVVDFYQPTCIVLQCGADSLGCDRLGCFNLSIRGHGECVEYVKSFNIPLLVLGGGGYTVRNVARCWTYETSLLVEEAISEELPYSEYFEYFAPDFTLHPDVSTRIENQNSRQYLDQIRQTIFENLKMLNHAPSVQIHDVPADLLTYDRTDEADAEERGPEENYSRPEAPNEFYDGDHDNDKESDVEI
# IEC-6 tox: counter-screen for KLF5 inhibitors: cytotoxicity in IEC-6 cells. hit rate 0.78% among 290,000. inhibition, % at 5 µM. IEC-6 cytotoxicity, luminescence viability; in the data active = inhibition above about 22%;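 note: 0% = plate median of test compound wells and 100% = cytotoxic reference compound wells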
# Starred values were filed as active, the others as inactive; ? = inconclusive; nt = no result given.
SMILES,KLF5 inh,HIF act,HSP90 refold inh,Platelet DG rel,HSF-1 act,aSyn UTR inh,AI-2 QS modul,HSF1 inh,HDAC3 inhib,IEC-6 tox
Cc1cccc(NC(=O)CCS(=O)(=O)c2ccc(Cl)cc2)c1,-21,0.0,2,-5,-1,6,24,-4,0,4
O=C(CSc1nnc(-c2ccccn2)n1-c1ccc(Cl)cc1)Nc1ccc2c(c1)OCO2,-42,0.3,-1,-3,-3,-6,17,4,7,-6
O=C(O)c1cccc(Nc2ccncc2[N+](=O)[O-])c1,-17,1.0,-3,-4,-16,11,3,-2,9,2
O=C(Cn1cnc2ccccc2c1=O)NCC1COc2ccccc2O1 (stereo not drawn),-10,nt,4,nt,nt,nt,nt,nt,3,-4
COC(=O)C(C(=O)OC)c1ccc(NC(=O)c2cccc(Cl)c2)cc1,-7,1.0,-1,-3,2,-90,12,3,-4,2
COc1ccc(-n2nc(C(=O)NCC(=O)NCCC3=CCCCC3)c3ccccc3c2=O)cc1,4,-0.3,-1,1,20,17,33,3,2,-1
CC(c1nc2ccccc2c(=O)[nH]1)N(C)CCOc1ccc(Cl)cc1 (stereo not drawn),-1,0.9,6,-1,15,11,2,9,1,4
CCOC(=O)N1CCN(C(=O)CSCc2nc(-c3ccccc3C)oc2C)CC1,7,-0.1,-2,10,4,7,4,-1,5,0
COc1cccc(NC2C=CS(=O)(=O)C2)c1 (stereo not drawn),-6,nt,1,nt,nt,nt,12,nt,1,6
CCCCCC(=O)NC(=S)NC1C2CC3CC(C2)CC1C3 (stereo not drawn),-12,0.2,0,2,-6,-31,19,6,-3,-6
CCOC(=O)C(C)NC(=O)CCc1nnc2ccc(N3CCCCC3)nn12 (stereo not drawn),-7,0.7,-2,-8,-38,-10,10,-25,-7,0
CCOP(=O)(c1ccc(N(C)C)cc1)C(O)c1ccccc1F (stereo not drawn),-28,-0.6,-5,-5,-3,-30,31,2,2,-6
COc1cc2c(cc1OC)C(c1ccco1)CC(=O)N2 (stereo not drawn),-25,-0.2,-3,25,1,31,1,0,2,4
Cc1cc(C)c(OCCNC(=O)c2ccccc2Sc2ccccc2C#N)c(C)c1,-1,-0.3,0,0,26,-3,5,4,1,1
CCOc1ccccc1NC(=O)c1cc(S(=O)(=O)N2CCC3(CC2)OCCO3)ccc1F,-13,0.1,-5,-5,-3,-23,18,-6,-7,-2
CCOC(=O)c1c(C)[nH]c(C2=NNC(=Nc3ccccc3OC)SC2)c1C,-11,0.8,5,7,-44,-90,28,-32,0,0
O=C(Nc1cccc(Cl)c1)Nc1ccccc1C(=O)O,-154,1.7,11,75*,5,-120,19,8,nt,-6
C=CCc1c(C)[nH]c2ccc(C)cc2c1=O,-18,1.8,4,nt,12,-86,17,5,3,10
CCCCC(=O)NNC(=O)CC(=O)Nc1ccccc1C(=O)O,-4,1.0,4,0,-15,2,6,-8,-3,1
CCCCCCCC(=O)N/N=C/c1ccco1,-21,-0.3,-2,1,7,7,5,1,-1,2
ClC1(CNc2ccccc2)CCN(Cc2ccccc2)CC1,nt,-0.1,nt,2,9,-19,18,1,3,nt
CN(CC(=O)Nc1ccc(S(=O)(=O)N2CCCC2)cc1)CC(=O)Nc1cccc(F)c1,-17,53*,0,-2,9,10,25,-1,8,-3
COc1ccccc1C(=O)N1CCN(Cc2nc3cc([N+](=O)[O-])ccc3n2C)CC1,-21,-1.1,-1,16,-5,2,15,6,2,2
Cn1c(=O)c2[nH]c(N=NNc3ccccc3F)nc2n(C)c1=O,-7,-0.6,5,-2,-24,-17,24,-9,-1,-1
O=C1CCCC/C1=N\Nc1ccc(OCc2ccccc2)cc1,-45,0.7,6,2,19,-54,21,8,6,-2
COc1ccc(C(=O)NC2CC3CCCC(C2)N3Cc2ccccc2)c(OC)c1 (stereo not drawn),-37,-2.0,-1,-4,-3,-1,9,-2,-6,-5
O=C(CCNC(=O)c1ccccc1)OCC(=O)c1cccc(Cl)c1,-21,0.2,3,2,-14,9,8,-6,0,4
Cc1cc(C)c2c(N)c(C(=O)Nc3ccccc3Br)sc2n1,-110,-18,-3,-2,31,-133,44,7,-2,6
CCS(=O)(=O)NC(C)C(c1cccs1)N1CCN(c2ccc(F)cc2)CC1 (stereo not drawn),-22,0.1,2,0,-8,-24,9,1,2,0
NC(N)=NS(=O)(=O)c1ccc(NC(=S)NC(=O)Cc2ccc(Cl)cc2)cc1,-6,-32,3,-15,-3,-1,11,-3,0,8
O=C(O)C1C2C=CC(C2)C1C(=O)NCCCn1ccnc1 (stereo not drawn),-1,0.1,-1,-9,-4,-9,-3,6,?,1
CCN(C(=O)c1cc(S(=O)(=O)N2CCCCC2)c[nH]1)c1ccc(OC)cc1,0,0.8,-1,4,-10,-12,18,-13,0,-11
O=C(Cn1cccc1)Nc1ccc(F)cc1F,-2,0.4,-2,1,13,0,18,-1,-5,-1
O=C(COC(=O)c1ccccn1)Nc1ccc(S(=O)(=O)N2CCOCC2)cc1,-8,0.0,15,1,13,2,-49,5,-5,1
O=C(CSc1n[nH]c(-c2ccccc2Br)n1)NC(=O)NCc1ccco1,-47,0.3,-1,13,0,-1,16,3,-4,-4
Cc1ccc([C@@H]2[C@@H]3C(=O)N(C)C(=O)[C@@H]3[C@]3(C)C(=O)N(CC4CC4)CC(=O)N23)o1,-24,-1.0,-2,5,6,-25,17,2,0,-2
CCN(C(=O)COC(=O)c1cc(S(=O)(=O)N2CCOCC2)ccc1F)C1CCS(=O)(=O)C1 (stereo not drawn),nt,-0.3,nt,-7,2,0,12,-4,0,nt
O=C(CNS(=O)(=O)c1ccc(Br)s1)NC1CCCc2ccccc21 (stereo not drawn),-24,-0.3,-2,-5,-4,-15,29,2,1,-6
C[C@H]([C@H](O)c1ccccc1)N(C)C(=O)CN,-3,-0.2,-1,16,1,-5,13,-1,-3,3
CCC(=O)N1N=C(c2c(O)n(C)c(=O)n(C)c2=O)CC1c1ccccc1 (stereo not drawn),36,-0.2,14,-1,28,8,53,5,2,5
COc1cccc(Cn2cnc3c(sc4nc(C)cc(C)c43)c2=O)c1,-7,-0.6,0,-3,1,6,22,-1,3,-4
CON/C=C(\C=Nc1ccc(F)cc1)c1ncc(C(F)(F)F)cc1Cl,3,-0.2,0,-2,-1,-61,28,-5,-9,-4
COc1ccc(OC)c(-c2c(=O)n(OCc3ccccc3Br)c3ccccc3[n+]2[O-])c1,-4,-0.2,-4,32,1,-26,19,4,-2,0
BrCCOCCOc1ccc2ccccc2c1,-33,2.0,6,7,14,-130,8,7,-2,-4
CC1C(=O)C(C)C(c2ccc(O)cc2)NC1c1ccc(O)cc1 (stereo not drawn),-53,-3.8,-2,2,20,-4,5,-2,12,-2

# Full records, quoted from the list. Order of screens: KLF5 inh | HIF act | HSP90 refold inh | Platelet DG rel | HSF-1 act | aSyn UTR inh | AI-2 QS modul | HSF1 inh | HDAC3 inhib | IEC-6 tox
# CON/C=C(\C=Nc1ccc(F)cc1)c1ncc(C(F)(F)F)cc1Cl is entered as 3 | -0.2 | 0 | -2 | -1 | -61 | 28 | -5 | -9 | -4
# CC1C(=O)C(C)C(c2ccc(O)cc2)NC1c1ccc(O)cc1 (stereo not drawn) is entered as -53 | -3.8 | -2 | 2 | 20 | -4 | 5 | -2 | 12 | -2

# Further entries follow:
SMILES,KLF5 inh,HIF act,HSP90 refold inh,Platelet DG rel,HSF-1 act,aSyn UTR inh,AI-2 QS modul,HSF1 inh,HDAC3 inhib,IEC-6 tox
O=C1CCCc2ccccc2N1Cc1cccc(F)c1,-17,-1.6,-1,-1,7,18,24,-7,nt,-5
Cc1ccc2nc(SCC(=O)N3CCCCC3)nc(=O)n2c1,nt,?,nt,3,2,-9,16,3,1,nt
CCOc1ccc(C(=O)Nc2cc(-c3nc4ccccc4[nH]3)ccc2C)cc1[N+](=O)[O-],-27,-0.5,-2,3,4,37,75,-3,11,2
O=C(CSc1ncccc1C(=O)O)NC12CC3CC(CC(C3)C1)C2,-22,-0.2,-1,6,-3,-11,16,-1,?,-8
Cc1noc(NC(=O)c2ccc(Cl)c(Cl)c2)c1Cl,-36,0.4,-4,-2,8,-35,7,2,-2,6
CCCCNc1c(-c2cccc(-c3cc(C(C)=O)cs3)c2)nc2ccc(C)cn12,nt,-3.5,nt,1,-47,-71,21,-41,15,nt
CCC(C)C(NC(=O)C1CCC(C)CC1)C(=O)Nc1ccc(OC)cc1 (stereo not drawn),-16,-0.2,0,3,20,1,18,-3,0,-7
COC(=O)c1ccc(CN2CCN(C3CCCCC3)C(CCO)C2)cc1 (stereo not drawn),0,0.3,-2,-3,-72,6,29,-64*,-3,1
Cc1cc(Cn2nc(-c3ccccc3)cc2C(=O)NCc2cccs2)on1,nt,-1.2,nt,1,-15,12,18,-4,6,nt
CCCCNC(=O)c1cc2cccc([N+](=O)[O-])c2[nH]1,4,0.9,11,2,4,-16,nt,-1,7,5
Cc1cc(C(=O)Nc2cnc3ccccc3c2)ccc1[N+](=O)[O-],-107,1.9,-4,3,48,-132,19,41,5,7
Cc1ccc(/C=C/C(=O)NCCCn2ccnc2)cc1,-51,0.2,-1,3,-5,-3,10,-7,4,3
O=C(CN1CCN(c2ccccc2)CC1)c1ccc2cc[nH]c2c1,-15,0.0,0,-1,-5,-19,11,0,0,2
Clc1cccc(Cl)c1Cn1nnc(-c2cccs2)n1,-24,2.5,1,0,36,-162,19,7,-9,-8
O=C(OC(C(=O)Nc1cc(Cl)cc(Cl)c1)c1ccccc1)C1=COCCO1 (stereo not drawn),7,-0.2,0,-7,11,-31,25,6,2,-1
O=C(NC1CCCC1)c1cccc(S(=O)(=O)N2CCCCC2)c1,2,-0.4,1,-10,-2,-4,10,5,-1,1
CCCCn1c(N)c(N(CCOC)C(=O)c2ccc(F)c(S(=O)(=O)N3CCOCC3)c2)c(=O)[nH]c1=O,nt,-0.7,nt,nt,-19,-12,16,0,0,nt
CCc1cc(C(=O)N2CCc3c([nH]c4ccccc34)C2c2ccc(OC)cc2F)no1 (stereo not drawn),30,0.2,6,4,10,36,27,10,17,1
COc1ccc(COC(=O)CCNC(=O)c2ccc(Cl)cc2)cc1,nt,1.4,nt,nt,-15,-5,15,4,4,nt
Cc1cc(C(=O)Nn2cnnc2)cs1,-9,0.0,0,-9,-4,19,26,-8,3,-5
O=C(c1ccc(F)cc1)N1CCN(C(=O)c2cccnc2)CC1,-48,-0.3,0,6,-5,-2,9,-5,-13,-2
COc1ccccc1NC(=O)CSc1ncn[nH]1,-23,-0.2,5,-22,-9,5,20,-3,-4,-3
CCCS(=O)(=O)N1CCC(C(=O)NCCN(CC)c2ccccc2)CC1,-15,-0.3,1,-1,12,16,3,0,-3,-4
COC(=O)c1ccc(CSc2nc3ccccc3[nH]2)o1,-56,0.5,0,1,11,-51,17,9,3,4
O=C(CCC(=O)c1ccccc1)Nc1ccccc1OC(F)F,-17,1.0,6,-1,12,15,4,3,-11,-2
NS(=O)(=O)c1cc(C(=O)OC2CCOC2=O)ccc1Cl (stereo not drawn),0,0.1,1,-5,-39,-6,28,-26,-8,4
CCCCCC(=O)Nc1cccc2ccccc12,22,-0.1,1,8,-2,-15,15,0,?,4
CC(=O)Oc1ccc(C)cc1-n1nc2ccccc2n1,-92,3.3,2,6,30,-212,2,29,2,4
COC(=O)C1=C(C)NC(=O)/C1=C\c1cc(C)n(-c2c(C)cccc2C)c1C,-37,-0.9,-1,4,-24,35,30,-7,1,2
